Cdc42 wt = human Cdc42 wildtype GTP binding change, either direction | P60953 | GST-Cdc42 beads, Bodipy-GTP binding, flow cytometry; actives lie on both sides | percent activity (GTP binding), % at 10 µM | 0.2% of 190,000 active;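 active = percent activity GTP binding at least 20 points away from the 100% baseline, either down as inhibitor or up as activator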;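 note: median bead fluorescence of bound Bodipy-FL-GTP at 100 nM; 0% = excess unlabeled GTP control and 100% = no compound control; below 100% means less GTP binding so inhibitor and above means activator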
Target sequence (P60953 whole entry, looked up): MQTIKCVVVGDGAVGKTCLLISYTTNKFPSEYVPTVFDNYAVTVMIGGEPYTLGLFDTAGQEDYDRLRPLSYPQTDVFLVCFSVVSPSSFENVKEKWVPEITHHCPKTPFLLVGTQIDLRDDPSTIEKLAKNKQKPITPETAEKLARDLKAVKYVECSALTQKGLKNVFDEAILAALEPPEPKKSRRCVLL
Rac1 act GTP bind = alters GTP binding to activated mutant human Rac1 | P63000 | GST-Rac1 activated beads, fluorescent GTP binding, flow cytometry; actives lie on both sides; 100% means binding = to untreated wells | percent activity (GTP binding), % at 10 µM | 0.11% of 190,000 active | AID 764;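 active = GTP binding at least 20 percentage points away from the 100% baseline, in either direction, so actives lie on both sides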
Avidin fluor = compound fluoresces at 488/530 nm on avidin beads; fluorescence (KMESF) at 10 µM; 0.38% of 220,000 active; compound fluorescence 488/530 nm, flow cytometry; stronger effect = higher value; in the data active = fluorescence above about 47; note: inactives centre near 10
Rab7 wt GTP bind = dog Rab7 wildtype GTP binding, inhibitors and activators | GST-Rab7 beads, fluorescent GTP binding, flow cytometry; actives lie on both sides; untreated = 100%, excess cold GTP = 0% | GTP binding activity (percent of control), % at 10 µM | 0.055% of 190,000 active;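 active = fluorescent GTP binding to Rab7 beads changed by at least 20 points from the 100% baseline, either direction, mostly lower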;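 note: median green fluorescence of bound Bodipy-FL-GTP per Rab7 bead population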
Pf gamet viab = P. falciparum stage V gametocyte viability inhibition. P. falciparum stage V gametocytes, ATP luminescence, 24 h. inhibition, % at 10.9 µM. 0.065% of 150,000 active. AID 743093;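 active = inhibition above the mean plus 3 SD of compounds within the control limits, set per campaign, cut at about 38% in these data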;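 note: 0% = DMSO wells and 100% = medium only without gametocytes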
Mcl1-Bid inh = Mcl-1/Bid interaction inhibition; inhibition, % at 21.7 µM; TR-FRET Mcl-1/Bid-Dy647 peptide binding, 1536-well; 0.97% of 220,000 active; Q07820;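 active = compounds that cut the binding signal by more than half at the single screening dose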;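 note: His-tagged Mcl-1 with europium anti-His antibody binding Bid BH3 peptide; 0% = Mcl-1 plus peptide wells and 100% = peptide-only wells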
Target sequence (Q07820 whole entry, looked up): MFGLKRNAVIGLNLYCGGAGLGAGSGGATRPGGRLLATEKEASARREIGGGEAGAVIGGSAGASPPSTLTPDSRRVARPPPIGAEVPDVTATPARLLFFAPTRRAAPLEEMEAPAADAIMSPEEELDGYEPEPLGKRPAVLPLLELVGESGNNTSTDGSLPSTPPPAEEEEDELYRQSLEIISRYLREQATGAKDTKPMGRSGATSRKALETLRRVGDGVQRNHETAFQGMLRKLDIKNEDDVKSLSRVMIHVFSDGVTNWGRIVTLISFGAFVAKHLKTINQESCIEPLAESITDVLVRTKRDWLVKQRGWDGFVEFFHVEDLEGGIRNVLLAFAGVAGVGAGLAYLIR
Bim-Mcl-1 = human Bim-Mcl-1 interaction inhibition. 0.1% of 190,000 active. AID 1009. inhibition, % at 10 µM. Bead-based flow cytometry, Bim peptide-Mcl-1 binding; in the data active = inhibition above about 40%;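 note: 0% = no compound tracer wells and 100% = peptide blocker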
HRas wt GTP = changes GTP binding to wildtype human HRas; P01112; GST-Ras wt beads, Bodipy-FL-GTP binding, flow cytometry; actives lie on both sides; GTP binding activity, % at 10 µM; 0.14% of 190,000 active; AID 759;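 active = GTP binding activity at least 20% away from the 100% baseline, either lowered as inhibitor or raised as activator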;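 note: 0% = unlabeled GTP competition control and 100% = no-compound control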
Target sequence (P01112 whole entry, looked up): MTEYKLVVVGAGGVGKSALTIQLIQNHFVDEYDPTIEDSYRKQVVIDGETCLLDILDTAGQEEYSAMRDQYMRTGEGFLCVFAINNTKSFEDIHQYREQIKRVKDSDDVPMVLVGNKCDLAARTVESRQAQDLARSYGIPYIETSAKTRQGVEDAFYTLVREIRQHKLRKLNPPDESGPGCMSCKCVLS
Rac1 wt GTP bind = alters GTP binding to wildtype human Rac1. GTP binding activity (% of control), % at 10 µM. 0.27% of 190,000 active. P63000. GST-Rac1 beads, fluorescent GTP binding, flow cytometry; actives lie on both sides; 0 = cold GTP competed, 100 = untreated;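 active = GTP binding activity at least 20 points away from the 100% control level, either lower or higher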
Mcl1-Noxa inh = disrupts binding of human Mcl-1 to Noxa peptide. Q07820. TR-FRET Mcl-1/Noxa peptide binding, 2 h. inhibition, % at 21.7 µM. 1.5% of 220,000 active. AID 1022;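 active = compounds that cut the protein-peptide binding signal by more than 50% relative to plate controls in a single-dose test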;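 note: His-tagged Mcl-1 with rhodamine Noxa BH3 peptide and terbium anti-His antibody; 0% = Mcl-1 plus Noxa peptide wells and 100% = peptide-only wells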
Rab2 wt GTP = changes GTP binding to wildtype dog Rab2A, up or down; GST-Rab2 wt beads, Bodipy-GTP binding, flow cytometry; AID 760; GTP binding activity, % at 10 µM; P61105; 0.19% of 190,000 active;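 active = GTP binding activity at least 20 points away from 100%, either lowered or raised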;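 note: 0% = beads with excess unlabeled GTP and 100% = no-compound control corrected for plate trend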
An asterisk follows results filed as active; nt = not tested or not shown.

SMILES	Cdc42 wt	Rac1 act GTP bind	Avidin fluor	Rab7 wt GTP bind	Pf gamet viab	Mcl1-Bid inh	Bim-Mcl-1	HRas wt GTP	Rac1 wt GTP bind	Mcl1-Noxa inh	Rab2 wt GTP
CC(C)C(=O)Nc1ccc(O)c(-c2csc(N)n2)c1	94	92	12	102	6	-24	0	98	96	2	96
COc1ccc(NC(=O)c2noc3c2CCC3)cc1	105	101	8	101	-8	-11	-1	104	108	38	101
CC1Oc2ccccc2N(CC(=O)NCCc2ccccc2)C1=O (centres undefined)	105	101	37	105	15	5	-2	102	109	-17	105
Cc1cc(C(=O)COc2ncnc3sccc23)c(C)n1C1CC1	104	98	22	98	-5	-138	-4	99	103	12	101
O=C(Cn1cnc2c(nnn2Cc2ccc(Cl)cc2)c1=O)NCc1ccco1	97	96	29	99	nt	5	-6	100	104	-1	100
CC(=O)Nc1nn(C)c2nc(C)cc(C)c12	96	96	11	101	6	2	0	95	100	-5	97
Nc1c(C(=O)NCCN2CCOCC2)c2nc3ccccc3nc2n1-c1ccc2c(c1)OCO2	98	97	34	98	nt	-21	-4	99	96	27	97
O=C(NCCC1=CCCCC1)C(=O)NCc1ccccc1	100	101	11	96	nt	-17	7	99	98	-1	99
CCCOC(=O)C1[C@H]2C(=O)N(CC3CCCO3)C[C@]23C=C[C@H]1O3 (some centres undefined)	103	100	13	103	nt	-25	-3	101	109	3	100
O=C1NCCNC1(c1c[nH]c2ccccc12)C(F)(F)F (centres undefined)	108	101	8	101	nt	-27	0	104	109	-10	106
CC(C)c1nc(CNC(=O)CC2C(=O)NCCN2Cc2ccoc2)cs1 (centres undefined)	96	97	5	94	4	-17	-31	97	100	-1	96
CC(=O)Nc1cccc(Oc2ncnc3scc(-c4ccccc4)c23)c1	101	103	7	103	5	-7	-4	103	108	4	104
O=C(Nc1ncccc1O)c1cccc(S(=O)(=O)N2CCc3ccccc32)c1	98	97	4	98	nt	-64	3	99	101	7	96
CCn1c(O)c(N=NC(=O)c2cccc(S(=O)(=O)N3CCCCC3)c2)c2ccccc21	102	102	3	101	-15	10	0	101	105	25	98
NC(=O)N=Nc1c(O)[nH]c2c(Br)cc(Br)cc12	75*	87	9	83	nt	-9	6	78*	69*	-1	75*
O=C(NNS(=O)(=O)c1ccc(F)cc1)C1CCN(Cc2cccc(F)c2)CC1	96	95	24	96	-3	-11	-3	97	100	15	94
C/C(Nc1ccccc1)=C(/C#N)C(N)=O	99	97	12	98	nt	-21	-1	101	99	-1	98
CCC(C)NC(=O)CSc1nc2scc(-c3ccccc3)c2c(=O)[nH]1 (centres undefined)	88	84	13	95	5	-33	1	91	91	11	90
Cc1cc(-c2ccccc2)nc(N(C)NC(=O)C(C)(C)C)c1S(C)(=O)=O	99	96	8	102	2	-12	-2	100	100	8	99
CCC1(C(=O)OC)NC(c2ccccc2OC)C2C(=O)N(C)C(=O)C21 (centres undefined)	97	97	3	96	-19	-25	6	99	98	-14	98
COc1ccc(C2C(C(=O)c3sc(C)nc3C)=C(O)C(=O)N2CCN(C)C)cc1 (centres undefined)	97	97	6	95	15	-55	3	96	99	-9	95
CCOC(=O)c1ccc(NC(=O)C(=O)NCc2ccncc2)cc1	100	96	32	99	nt	-21	0	100	99	4	99
COc1ccc(CNC(=O)CCSCc2ccc(C)cc2)cc1	94	91	8	88	6	-35	1	93	96	16	95
CCN(CC)CCN1C(=O)C(O)=C(C(C)=O)C1c1ccc(OC)c(OC)c1 (centres undefined)	109	102	7	108	-15	-37	-6	107	110	19	108
CCOc1ccc(NC(=O)CSc2nnc(-c3ccncc3)n2CC2CCCO2)cc1 (centres undefined)	99	95	6	95	5	-20	-3	98	99	-2	99
(list continues)
SMILES	Cdc42 wt	Rac1 act GTP bind	Avidin fluor	Rab7 wt GTP bind	Pf gamet viab	Mcl1-Bid inh	Bim-Mcl-1	HRas wt GTP	Rac1 wt GTP bind	Mcl1-Noxa inh	Rab2 wt GTP
Cc1cc2cc3c(cc2nc1SCc1ccc(C(=O)O)cc1)OCCO3	100	96	14	98	-6	-7	0	97	100	23	98
C/C(=N\OCC(=O)Nn1c(C)nc2ccccc2c1=O)c1ccccc1	99	96	13	100	-2	-9	-1	100	101	22	97
CCN(CC)CCCN1C(=O)C(=O)/C(=C(/O)c2ccc(C)cc2)C1c1ccccn1 (centres undefined)	95	93	12	95	nt	-37	2	96	97	-3	95
CCc1ccccc1NC(=O)Cn1cccc1C1=NC(c2ccccc2)CO1 (centres undefined)	102	100	51*	97	-5	-15	4	98	101	0	96
Cc1ccc(C(=O)Nc2ccc(F)cc2F)o1	100	99	8	103	nt	17	-1	102	106	13	100
COc1cc(C(=O)O/N=C(\N)c2ccc([N+](=O)[O-])cc2)cc(OC)c1OC	98	99	17	100	nt	12	-1	98	99	13	98
CC(C)c1cc(C(F)(F)F)n2nc(C(=O)O)cc2n1	106	100	13	106	1	-11	-4	103	107	1	101
CCN(CC)c1ccc(NC(=O)Cn2ncc3c(C)n(Cc4ccccc4F)c(C)c3c2=O)c(C)c1	99	100	1	102	-24	65*	3	104	100	64*	101
CC(Sc1sc(=S)sc1SC(C)C(=O)O)C(=O)O (centres undefined)	96	94	9	95	nt	-10	0	96	94	24	94
CN(CC(=O)NC1CCCCCC1)S(=O)(=O)c1ccc2c(c1)n(C)c(=O)c(=O)n2C	100	101	9	98	nt	-13	1	100	102	-7	97
CN(C)C(CNC(=O)c1ccc2c(c1)S(=O)(=O)c1ccccc1C2=O)c1ccco1 (centres undefined)	98	99	15	95	-2	-2	-1	98	99	9	96
NC(=O)/C=C\C(=O)Nc1cccc(C(F)(F)F)c1	106	101	6	104	nt	5	0	107	103	36	105
Clc1ccc(OCc2nn3c(C4CCCCC4)nnc3s2)cc1	102	100	13	100	-10	11	-12	104	100	9	101
Cc1ccc(C(C(=O)NC(C)(C)C)N(Cc2ccccc2)C(=O)c2snc(C(N)=O)c2N)o1 (centres undefined)	95	96	128*	101	-3	-4	-3	96	92	11	99
COc1ccc(S(=O)(=O)N(CCc2ccccc2)CC(=O)NCCCO)cc1	105	99	26	105	nt	3	-4	101	107	4	100
CCOc1ccc(-c2nc(C#N)c(NCc3ccc4c(c3)OCO4)o2)cc1	93	95	8	95	nt	-15	0	94	100	4	94
Cc1cccc(C(=O)c2cnc3ccccc3c2-c2ccccc2)c1	99	97	9	98	nt	5	5	100	102	1	97
CC1(C(=O)OCC(=O)NC(=O)NCc2ccccc2)CC1(Cl)Cl (centres undefined)	95	94	11	107	9	4	0	99	99	12	96
Cc1ccc(S(=O)(=O)N2CCC(C(=O)N3CCC[C@H]3C(=O)NCc3ccco3)CC2)cc1	100	96	24	100	18	-51	1	102	98	24	98
O=C(CSc1nccc(=O)[nH]1)Nc1ccc(Br)c(Cl)c1	100	99	11	95	13	3	-1	99	103	-1	100
CCCC(=O)Nc1nnc(Sc2ccc(N(C)C)cc2)s1	100	96	14	94	nt	8	0	97	97	18	95
Cc1cccc(C)c1OCC(O)CN1CCN(c2ccccc2)CC1 (centres undefined)	95	95	11	107	3	-9	-2	96	95	28	98
Cc1cc(C(=O)OCC(=O)Nc2cccnc2Cl)c2ccccc2n1	95	98	9	99	-25	-7	-3	96	99	7	96
Cc1ccc(S(=O)(=O)NC(=O)Nc2cc(C)on2)cc1	96	96	9	105	16	-20	-3	99	105	10	100
O=C(Nc1ccc(S(=O)(=O)NCCc2ccccc2)cc1)c1ccc(Br)o1	96	97	5	98	-6	30	1	98	98	-5	97

For reference, some entries already given.
SMILES	Cdc42 wt	Rac1 act GTP bind	Avidin fluor	Rab7 wt GTP bind	Pf gamet viab	Mcl1-Bid inh	Bim-Mcl-1	HRas wt GTP	Rac1 wt GTP bind	Mcl1-Noxa inh	Rab2 wt GTP
Cc1cc(-c2ccccc2)nc(N(C)NC(=O)C(C)(C)C)c1S(C)(=O)=O	99	96	8	102	2	-12	-2	100	100	8	99
CCC1(C(=O)OC)NC(c2ccccc2OC)C2C(=O)N(C)C(=O)C21 (centres undefined)	97	97	3	96	-19	-25	6	99	98	-14	98
COc1ccc(C2C(C(=O)c3sc(C)nc3C)=C(O)C(=O)N2CCN(C)C)cc1 (centres undefined)	97	97	6	95	15	-55	3	96	99	-9	95
CCOC(=O)c1ccc(NC(=O)C(=O)NCc2ccncc2)cc1	100	96	32	99	nt	-21	0	100	99	4	99
COc1ccc(CNC(=O)CCSCc2ccc(C)cc2)cc1	94	91	8	88	6	-35	1	93	96	16	95
CCN(CC)CCN1C(=O)C(O)=C(C(C)=O)C1c1ccc(OC)c(OC)c1 (centres undefined)	109	102	7	108	-15	-37	-6	107	110	19	108

Other records.
SMILES	Cdc42 wt	Rac1 act GTP bind	Avidin fluor	Rab7 wt GTP bind	Pf gamet viab	Mcl1-Bid inh	Bim-Mcl-1	HRas wt GTP	Rac1 wt GTP bind	Mcl1-Noxa inh	Rab2 wt GTP
CC(Oc1ccc(-c2ccccc2)c(F)c1)c1ccn(S(=O)(=O)c2ccc(Cl)cc2)n1 (centres undefined)	96	98	24	97	-4	0	-2	101	102	5	97
Cc1ccccc1C(=O)NC(=S)Nc1ccccc1[N+](=O)[O-]	94	94	9	102	nt	-8	0	98	98	26	96
O=C(Nc1cccc(S(=O)(=O)N2CCOCC2)c1)c1cc2c(s1)CCC2	100	98	27	100	-2	5	-1	100	101	2	98
CCOc1cccc(CNn2cnnc2)c1OCc1ccccc1Cl	104	100	14	98	nt	0	-1	103	102	16	103
CCCCSc1nnc(CNC(=O)C23CC4CC(CC(C4)C2)C3)n1Cc1ccccc1	94	98	9	93	nt	15	-1	100	104	17	98
O=[N+]([O-])c1cc(S(=O)(=O)N2CCCCCC2)ccc1Cl	97	95	11	99	-10	-10	-1	95	100	8	96

In another format: four of the compounds above
molecule | Cdc42 wt | Rac1 act GTP bind | Avidin fluor | Rab7 wt GTP bind | Pf gamet viab | Mcl1-Bid inh | Bim-Mcl-1 | HRas wt GTP | Rac1 wt GTP bind | Mcl1-Noxa inh | Rab2 wt GTP
Cc1ccccc1C(=O)NC(=S)Nc1ccccc1[N+](=O)[O-] | 94 | 94 | 9 | 102 | nt | -8 | 0 | 98 | 98 | 26 | 96
O=C(Nc1cccc(S(=O)(=O)N2CCOCC2)c1)c1cc2c(s1)CCC2 | 100 | 98 | 27 | 100 | -2 | 5 | -1 | 100 | 101 | 2 | 98
CCOc1cccc(CNn2cnnc2)c1OCc1ccccc1Cl | 104 | 100 | 14 | 98 | nt | 0 | -1 | 103 | 102 | 16 | 103
CCCCSc1nnc(CNC(=O)C23CC4CC(CC(C4)C2)C3)n1Cc1ccccc1 | 94 | 98 | 9 | 93 | nt | 15 | -1 | 100 | 104 | 17 | 98
